SENP8 block: blocks human SENP8 cleavage of Nedd8 substrate | 0.64% of 360,000 active | AID 602440 | inhibition, % at 20 µM | recombinant SENP8, Nedd8 substrate fluorescence; in the data active = inhibition mostly above about 40%, no sharp cut-off; inactive = mostly below about 27%
ATG4B inhibitor: ATG4B (human) cysteine protease inhibition; AID 504462; Q9Y4P1; inhibition, % at 8.33 µM; ATG4B cleavage of LC3-PLA2, NBD-HPC fluorescence, 1 h; 0.51% of 340,000 active; in the data active = inhibition above about 40%
Target sequence (Q9Y4P1 whole entry, looked up): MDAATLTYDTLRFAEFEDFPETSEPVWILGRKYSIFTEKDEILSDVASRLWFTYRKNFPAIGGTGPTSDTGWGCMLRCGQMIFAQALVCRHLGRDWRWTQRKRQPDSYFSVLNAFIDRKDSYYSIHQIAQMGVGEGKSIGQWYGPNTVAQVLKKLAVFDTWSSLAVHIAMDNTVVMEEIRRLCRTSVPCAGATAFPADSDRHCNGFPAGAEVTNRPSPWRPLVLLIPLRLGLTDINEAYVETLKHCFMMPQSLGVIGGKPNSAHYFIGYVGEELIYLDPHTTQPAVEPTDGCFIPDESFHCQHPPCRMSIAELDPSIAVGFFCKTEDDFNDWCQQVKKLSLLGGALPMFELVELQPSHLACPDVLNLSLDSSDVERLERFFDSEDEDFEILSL
PfGluPho inh: PfG6PD (Plasmodium falciparum) enzyme inhibition. 0.78% of 350,000 active. AID 504690. PfGluPho enzyme, NADPH resazurin-diaphorase fluorescence. inhibition, % at 20 µM;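 active = inhibition reaching at least a set limit at 20 µM in the primary screen, cut at about 59% in these data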;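 also: 0% = DMSO wells with substrate and 100% = DMSO wells lacking glucose-6-phosphate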
HKDC1 inhibitor: inhibitors of human hexokinase HKDC1; 0.16% of 340,000 active; recombinant HKDC1, G6PDH/diaphorase resazurin coupled fluorescence; AID 493160; inhibition, % at 20 µM;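 active = inhibition above about 35% when tested at 20 µM, limit read from the data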;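 also: plate controls were DMSO wells with enzyme for no effect and DMSO wells lacking enzyme for full effect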
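Incubation: 90 min at room temperature in dark / Material: recombinant HKDC1 (HK5) hexokinase enzyme, produced in-house / Quantity: enzyme 5 µg/mL final / Compound: one dose of 20 µM, 1% DMSO / Reagent: glucose and ATP substrates / Buffer or medium: Tris pH 8.0 buffer with MgCl2, Tween-20, BSA, BME / Technique: resorufin fluorescence at 613 nm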
SENP7 inh: blocks the human protease SENP7; Q9BQF6; recombinant SENP7, Z-RLRGG-aminoluciferin luminescence, 40 min; inhibition, % at 5 µM; 1.5% of 330,000 active;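 active = inhibition above about 50% at the single test dose, limit read from the data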;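 also: plate controls were DMSO with enzyme for no effect and no enzyme buffer wells for full effect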
SENP6 block: SENP6 protease inhibition; Q9GZR1; Recombinant SENP6 catalytic domain, aminoluciferin luminescence; inhibition, % at 10 µM; 1.8% of 330,000 active; AID 2599;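 active = inhibition above about 50% at the single tested dose, limit read from the data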;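 also: plate controls were DMSO wells with enzyme for no effect and DMSO wells lacking enzyme for full effect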
Target sequence (Q9GZR1 628-1112 limits assumed): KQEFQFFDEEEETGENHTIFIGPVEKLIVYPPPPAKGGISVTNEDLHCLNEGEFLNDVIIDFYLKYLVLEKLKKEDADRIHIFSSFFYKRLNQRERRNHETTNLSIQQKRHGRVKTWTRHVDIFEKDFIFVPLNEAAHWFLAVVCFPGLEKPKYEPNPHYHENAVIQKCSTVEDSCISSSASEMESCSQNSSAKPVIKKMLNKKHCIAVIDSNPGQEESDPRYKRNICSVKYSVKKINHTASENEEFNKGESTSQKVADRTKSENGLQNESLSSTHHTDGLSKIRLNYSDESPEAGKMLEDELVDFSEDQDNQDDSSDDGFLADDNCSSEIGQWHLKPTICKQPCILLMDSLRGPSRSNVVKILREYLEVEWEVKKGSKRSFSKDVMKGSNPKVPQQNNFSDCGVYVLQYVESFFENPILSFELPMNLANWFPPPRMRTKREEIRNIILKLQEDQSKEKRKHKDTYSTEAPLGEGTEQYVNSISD
GRIN3A LBD mod: modulators (binders) of human NR3A ligand-binding domain | Tm shift relative to glycine control, % at 25 µM | AID 1259313 | NR3A LBD differential scanning fluorimetry, Tm shift; 0% = protein alone, 100% = glycine-bound protein | 2.5% of 340,000 active;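 active = melting temperature shift of at least 10% of the positive control shift, at one fixed dose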
MPTP inh: permeability transition pore inhibition. inhibition, % at 10 µM. isolated mouse mitochondria, Ca2+ swelling absorbance, 30 min. 1.4% of 360,000 active;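 active = inhibition of 50% or more, scaled per plate between neutral and stimulator controls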;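 also: 0% = DMSO wells given calcium and 100% = 1 mM EGTA wells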
* marks the source's active call; other numbers are inactive results; · = not tested or not shown.

SMILES	SENP8 block	ATG4B inhibitor	PfGluPho inh	HKDC1 inhibitor	SENP7 inh	SENP6 block	GRIN3A LBD mod	MPTP inh
CCN(CCCn1c(=S)[nH]c2ncccc2c1=O)c1ccccc1	25	-3	-4	0	-10	-19	0	-0.2
O=C(COC(=O)/C=C/c1ccccc1)Nc1ccc(Cl)cn1	-20	8	17	-6	-10	-15	0	-1.7
Cc1ccc(S(=O)(=O)CCc2nnc(NC(=O)COc3cccc(C)c3)s2)cc1	3	-21	0	-2	12	7	-1	3.3
Cc1ccc(C)c(-n2c(Cc3cc(=O)[nH]c(=O)[nH]3)nnc2SC(C)C)c1	5	1	40	0	4	-17	0	-2.7
COC(=O)c1cc(C(=O)c2c(C)cc3ccccn23)cc([N+](=O)[O-])c1	19	-3	8	2	4	-18	2	-3.4
COc1ccc(-n2nnnc2SCC(=O)N2CCCC2)cc1OC	11	-2	-14	-7	-2	-25	1	-0.6
CCCCn1nnc(NC(=O)C(c2ccccc2)c2ccccc2)n1	-1	-10	15	-16	2	10	-1	0.7
COc1ccc(-n2c(C)nn(CCOc3ccccc3)c2=O)cc1	7	-5	-9	-1	0	6	-3	2.9
CN1CCN(C(=O)CCc2nc3ccccc3c(=O)[nH]2)CC1	15	-2	7	-6	1	-10	1	-3.9
Nc1nnnn1/N=C/c1cccs1	8	-4	0	-4	4	-11	-1	-1.6
COCCn1nnnc1C(c1cccs1)N1CCCC(C)C1 (stereo not drawn)	4	2	-3	-6	1	16	-6	-0.3
CCN(CC)CC(C)CNC(=O)CN1C(=O)CSc2ccc(S(=O)(=O)N3CCOCC3)cc21 (stereo not drawn)	9	-3	1	-7	-8	8	1	1.1
Cc1cc(C)c2c(N)c(C(=O)NCc3ccco3)sc2n1	-384	0	-2	-5	4	-4	0	2.9
COc1ccc(C2CC(c3ccc(F)cc3)Nc3nc(N)nn32)cc1 (stereo not drawn)	-24	-7	2	-1	-6	-15	-2	-2.0
Fc1ccc(/C=N/n2c(-c3cccs3)n[nH]c2=S)cc1	-22	0	32	-4	8	3	-1	3.1
O=C(O)c1ccc(C(=O)c2ccc3c(c2)C(=O)N(CCO)C3=O)cc1	17	3	-13	-5	0	-11	1	2.5
CCCn1nc(NS(C)(=O)=O)c2cc3cccc(C)c3nc21	-80	-10	-3	2	-5	-14	0	1.7
N=C1/C(=C\c2ccc(-c3cc(Cl)cc(Cl)c3)o2)C(=O)N=C2SC=C(c3ccccc3)N12	5	2	7	-1	2	21	24*	4.2
COc1nc(-c2ccc(Cl)cc2)nnc1C	18	9	17	5	0	-26	-2	1.4
O=C(NCCc1ccccc1)c1cc([N+](=O)[O-])ccc1N1CCOCC1	17	-3	0	-1	-6	-2	-1	-0.4
Cc1ccc(-c2csc3nnc(SCC(=O)Nc4cccc(C)n4)n23)cc1	-13	1	-9	-2	-5	-9	-1	-0.5
COCc1cc(C)nc(N2CCNCC2)c1C#N	-194	-7	3	-4	13	6	3	2.0
COC(=O)[C@]1(Cc2ccccc2)N[C@H](CN(C)S(=O)(=O)c2ccc(F)cc2)[C@@H]2C(=O)N(Cc3ccccc3)C(=O)[C@@H]21	1	8	11	-1	2	10	1	-0.1
O=C(CSc1nc2cc(Cl)ccc2s1)NCc1ccc2c(c1)OCO2	44*	20	-2	-8	13	-2	-2	3.4
O=C(CCc1nc2sc3c(c2c(=O)[nH]1)CCCC3)NCC(=O)Nc1ccccc1Br	-45	-14	20	3	2	11	2	0.2

Copied from the listing, 13 compounds:
SMILES	SENP8 block	ATG4B inhibitor	PfGluPho inh	HKDC1 inhibitor	SENP7 inh	SENP6 block	GRIN3A LBD mod	MPTP inh
CCN(CC)CC(C)CNC(=O)CN1C(=O)CSc2ccc(S(=O)(=O)N3CCOCC3)cc21 (stereo not drawn)	9	-3	1	-7	-8	8	1	1.1
Cc1cc(C)c2c(N)c(C(=O)NCc3ccco3)sc2n1	-384	0	-2	-5	4	-4	0	2.9
COc1ccc(C2CC(c3ccc(F)cc3)Nc3nc(N)nn32)cc1 (stereo not drawn)	-24	-7	2	-1	-6	-15	-2	-2.0
Fc1ccc(/C=N/n2c(-c3cccs3)n[nH]c2=S)cc1	-22	0	32	-4	8	3	-1	3.1
O=C(O)c1ccc(C(=O)c2ccc3c(c2)C(=O)N(CCO)C3=O)cc1	17	3	-13	-5	0	-11	1	2.5
CCCn1nc(NS(C)(=O)=O)c2cc3cccc(C)c3nc21	-80	-10	-3	2	-5	-14	0	1.7
N=C1/C(=C\c2ccc(-c3cc(Cl)cc(Cl)c3)o2)C(=O)N=C2SC=C(c3ccccc3)N12	5	2	7	-1	2	21	24*	4.2
COc1nc(-c2ccc(Cl)cc2)nnc1C	18	9	17	5	0	-26	-2	1.4
O=C(NCCc1ccccc1)c1cc([N+](=O)[O-])ccc1N1CCOCC1	17	-3	0	-1	-6	-2	-1	-0.4
Cc1ccc(-c2csc3nnc(SCC(=O)Nc4cccc(C)n4)n23)cc1	-13	1	-9	-2	-5	-9	-1	-0.5
COCc1cc(C)nc(N2CCNCC2)c1C#N	-194	-7	3	-4	13	6	3	2.0
COC(=O)[C@]1(Cc2ccccc2)N[C@H](CN(C)S(=O)(=O)c2ccc(F)cc2)[C@@H]2C(=O)N(Cc3ccccc3)C(=O)[C@@H]21	1	8	11	-1	2	10	1	-0.1
O=C(CSc1nc2cc(Cl)ccc2s1)NCc1ccc2c(c1)OCO2	44*	20	-2	-8	13	-2	-2	3.4

More structures
SMILES	SENP8 block	ATG4B inhibitor	PfGluPho inh	HKDC1 inhibitor	SENP7 inh	SENP6 block	GRIN3A LBD mod	MPTP inh
Cc1ccc(S(=O)(=O)N(C)C)cc1NC(=O)COC(=O)c1ccc(Cl)cc1	6	-10	14	3	6	2	1	1.1
c1cncc(-c2cn(C[C@H]3CC[C@H](Cn4cc(-c5cccnc5)nn4)O3)nn2)c1	6	-4	5	-6	4	·	3	2.6
O=C(Nc1ccc2ccccc2c1)NC1CCS(=O)(=O)C1 (stereo not drawn)	16	-18	1	-4	3	-6	-1	4.6
On1ccccc1=S	-5	4	75*	-2	·	·	3	-7.8
CSCCC(NS(=O)(=O)c1ccc2ccccc2c1)C(=O)O (stereo not drawn)	8	0	-22	-1	0	-10	-1	-4.9
COc1cc(CC(=O)OCC(=O)NC2CCCCC2C)cc(OC)c1OC (stereo not drawn)	4	-2	0	-2	5	-45	1	0.8
O=C1NC(=NCc2ccccc2)S/C1=C\c1ccccc1	14	26	-6	-10	10	2	1	2.3
COc1cc(CN2CCNC(=O)C2CC(=O)N(C)CCCN2CCOCC2)cc(OC)c1 (stereo not drawn)	-20	22	3	-4	-2	5	-1	-0.6
COc1ccc(NC(C)C(=O)N/N=C/c2cc(Br)ccc2OC)cc1 (stereo not drawn)	9	-9	86*	-1	-2	-16	-10	-1.9
O=C(O)CCn1cnc2ccccc2c1=O	6	-15	-5	-8	-11	-13	0	-2.7
O=C(O)/C=C/C(=O)Nc1ccc(Oc2ncnc3cc(Cl)ccc23)nc1	·	-3	17	-3	1	-4	0	·
COc1ccc([C@@H]2CC=C(C(=O)O)[C@H](c3ccccc3)N2S(=O)(=O)c2ccccc2C)cc1	13	-14	-16	2	-7	-1	2	-1.8
COc1cc(/C=C2\SC(=Nc3ccc(N4CCOCC4)cc3)N(C)C2=O)ccc1OC(C)C(=O)O (stereo not drawn)	36	6	16	0	4	30	-4	-3.8
C=C(CN(C)C)C(=O)c1ccc(C)cc1C	17	-11	68*	9	·	·	14*	-2.5
COc1ccc(NC(=O)c2cccc(S(=O)(=O)Nc3ccc(Br)cc3)c2)cn1	31	-9	1	-1	4	-1	22*	97*
CCOC(=O)c1ccc(NC(=O)CNC(=O)C23CC4CC(CC(C4)C2)C3)cc1	-1	-9	-23	-5	2	8	-9	1.7
COc1ccc(Cl)cc1Nc1nc(N)c2ccccc2n1	-140	-14	12	6	-4	35	16*	3.2
O=C(COC(=O)c1ccc(Br)o1)NC12CC3CC(CC(C3)C1)C2	10	0	-1	-5	7	-9	0	0.2
Cc1ccc2c(C(=O)CN3CCN(c4ccccc4)CC3)c(C)[nH]c2c1	17	-1	2	-2	-9	-10	-1	-1.0
COc1cc(Cl)c(C)cc1NC(=O)COC(=O)C1CC1C (stereo not drawn)	3	3	4	0	-3	-11	1	0.0
COc1ccc(/C=C(\C#N)C(=O)OC2CCOC2=O)cc1 (stereo not drawn)	-28	-8	3	-8	-2	-7	-2	-0.6
COc1cc(C)nc(Nc2nc(C)c(C(C)=O)s2)n1	-36	6	-7	5	17	-10	-1	3.4
Cc1nnc(SCC(=O)N2CCc3ccccc32)n1-c1ccccc1	33	-10	11	4	-4	13	-1	-0.8
C#CC(C)(CC)NC(=O)c1cc2nc(C3CC3)cc(C(F)(F)F)n2n1 (stereo not drawn)	-62	-3	10	1	1	3	0	-0.2
O=C(CSc1ncn[nH]1)NC12CC3CC(CC(C3)C1)C2	24	-9	-18	-9	-5	0	0	-2.4
SMILES	SENP8 block	ATG4B inhibitor	PfGluPho inh	HKDC1 inhibitor	SENP7 inh	SENP6 block	GRIN3A LBD mod	MPTP inh
C/C(=N/NS(=O)(=O)c1ccc(Cl)cc1)c1ccc2c(c1)OCO2	15	-10	1	-2	8	-4	-1	1.8
Cc1nc(N)c(C#N)c(-c2ccccc2Cl)c1C	-412	-1	4	-6	0	10	0	5.5
Cc1c(C)c(C)c(C(=O)c2ccc(NC(=O)c3ccccc3C(=O)O)cc2)c(C)c1C	22	94*	-14	5	5	2	-2	0.7
COc1ccc(Cl)cc1NC(=O)c1cccc(NC(=O)CCC(=O)O)c1	20	0	4	-6	8	-3	-2	-1.2
CCN(CC)S(=O)(=O)c1ccc(N2CCN(S(=O)(=O)c3ccccc3)CC2)nc1	-10	5	-5	-5	2	-6	0	0.8
O=C(NNc1cccc(Cl)n1)c1ccc(Cl)nc1	13	-5	6	-10	6	-11	0	1.0
CCNC(=S)NS(=O)(=O)c1ccccc1	42*	4	-17	-10	3	7	1	-2.8
CC(C)(C)S(=O)N1Cc2cc(CO)cc(CCO)c2[C@H]1CCO (stereo partly drawn)	8	-8	5	0	·	·	2	-0.4
CCOc1ccc(NC(=O)COc2ccccc2C(=O)NCc2ccccc2)cc1	4	-1	-3	-2	5	-7	-5	1.2
CC(C)c1cc(C(=O)O)c2ccccc2n1	32	0	16	-6	11	-5	-1	0.3
O=C(O)Cc1ccc(NC(=O)c2ccc(NC(=O)C3CC3)cc2)cc1	7	-1	-13	0	-8	-15	0	-0.2
C=CCNc1nc(Nc2ccc(OC)cc2OC)nc(OCC)n1	22	-5	-3	1	7	2	2	-1.0
O=C(O)CCCCCCNC(=O)c1cncc(O)c1	-57	-2	7	8	4	-10	0	-1.1
Cc1cc(C)nc(NC(=O)c2ccc(Cl)c(Cl)c2)n1	8	-8	-4	1	0	-24	0	0.8
COc1ccc(N(CC(=O)NCc2ccccc2C)S(=O)(=O)c2ccc(C)cc2)cc1OC	2	8	14	-3	4	-9	0	-4.0
CCc1nnc(NC(=O)CSc2nnc(C3CC3)n2C)s1	1	8	-8	5	-2	2	4	-0.2
CC(=O)c1ccc(NS(=O)(=O)c2ccc([N+](=O)[O-])cc2)cc1	17	1	-12	-3	·	·	-3	-0.7
COc1cc(-c2c(C#N)c(=O)[nH]c3c2c(C)nn3-c2ccccc2)ccc1O	-277	-1	-53	5	3	-2	-3	42
Cc1cc(C)cc(N2CN=c3s/c(=C\c4ccco4)c(=O)n3C2)c1	-3	-6	5	-11	-8	-6	8	-1.2
CCC(C)c1ccc(NC(=O)c2ccco2)cc1 (stereo not drawn)	8	4	13	3	74*	85*	0	0.0

Bioassay records: PubChem, Sanford-Burnham Center for Chemical Genomics
